Source: PubChem
TCR activator: T cell receptor activation; Potency, µM (series often up to 9.22 µM), without a hit: at the top dose activation of IL-2 secretion, hits mostly activators; 330,000 tested, under 10 active; primary human leukocytes, anti-CD3, IL-2 HTRF, 48 h; AID 504894; also: % of control where 0% means no effect
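IL-2 release read by HTRF sandwich (Eu cryptate donor, d2 acceptor, 665 nm emission) after 48 hr exposure of primary human leukocytes to compound together with anti-CD3 beads in the absence of co-stimulatory signals.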
CXXC DNA block: blocks binding of human MLL CXXC domain to DNA | Q03164 | MLL-CXXC / FITC-HOXA9 DNA fluorescence polarization | Potency, µM (highest dose often 115 µM), for inactives: top-dose activity change, negative = inhibition, usual class: inhibitors | 0.037% of 290,000 active; active = well fitted inhibition curve with a large enough effect in the polarisation, with a control signal flat, not every such curve was filed as active; inconclusive = small, poorly fitted or top-dose-only effect, or effect the other way, or a change in a side signal; inactive = no such curve, though single readings can be large or run the other way; the % refers to the polarisation; also: potency is read from the fitted curve at half-maximal effect
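Steps: dispense CXXC domain solution (7 uM) → pin compounds or unlabeled HOX-A9 DNA control → 5 min ambient → add FLSN-HOX-A9 solution (50 nM) → spin → 30 min ambient → fluorescence polarization. Tris pH 7.5/NaCl/DTT/BSA buffer.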
BRCA1 expr act: BRCA1 expression activation; MCF7-BRCA1-FFLuc reporter, luminescence, 48 h; response scale: scaled: vehicle 0%, 10 µM genistein 100%; Potency, µM (top dose mostly 46.1 µM), for inactives: at the highest dose activation, hits mostly activators; 1.1% of 380,000 active; AID 624202; also: potency is read from the fitted curve at half-maximal effect; nearly all actives have a fitted effect of over 80% in size; some results filed as inactive show a strong effect at the top dose
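Cells: MCF7-BRCA1-FFLuc, 2000/well. Exposure: 48 h, 37 °C, 5% CO2. Read: luminescence, 15 min post-substrate. Controls: genistein 10 microM (maximal activation), DMSO (neutral).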
TSG101-PTAP inh: blocks PTAP/TSG101 interaction to inhibit HIV-1 budding | Q99816 | Fluorescence polarization, FITC-PTAP peptide / Tsg101 binding | Potency, µM (top dose mostly 115 µM), for the others: at the top dose activity change, negative = inhibition, usual class: inhibitors | 340,000 tested, under 10 active; active = well fitted inhibition curve with a large enough effect in the main read-out, with a control signal flat, not every such curve was filed as active; inconclusive = small, poorly fitted or top-dose-only effect, or effect the other way, or a change in a side signal; inactive = no such curve, though single readings can be large or run the other way; also: potency is read from the fitted curve at half-maximal effect; % of control where 0% means no effect
Target sequence (Q99816 whole entry, looked up): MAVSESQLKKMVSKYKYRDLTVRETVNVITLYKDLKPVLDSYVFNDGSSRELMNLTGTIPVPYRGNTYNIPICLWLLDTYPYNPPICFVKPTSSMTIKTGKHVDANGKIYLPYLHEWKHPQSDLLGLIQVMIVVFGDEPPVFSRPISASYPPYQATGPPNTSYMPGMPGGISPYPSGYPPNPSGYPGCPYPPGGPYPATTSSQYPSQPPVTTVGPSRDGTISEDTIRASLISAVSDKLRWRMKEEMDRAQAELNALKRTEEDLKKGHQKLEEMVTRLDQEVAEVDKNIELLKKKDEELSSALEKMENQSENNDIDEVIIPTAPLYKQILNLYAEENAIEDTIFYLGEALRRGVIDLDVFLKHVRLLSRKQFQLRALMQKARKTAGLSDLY
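Steps: Tsg101 binding domain dispensed (10 uM final), compounds pinned in DMSO, FITC-labeled PTAP-motif peptide added (50 nM final); after 20 min binding at room temperature, polarization measured.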
ELG1 repair inh: blocks ELG1-dependent DNA repair in HEK293T cells; AID 504467; HEK293T ELG1-luciferase reporter, luminescence, 16 h; DNA damage induced by 5-fluorouridine; Potency, µM (titrated, usually from 46.1 µM), for the others: top-dose activity change, negative = inhibition, hits mostly inhibitors; 2.3% of 330,000 active; also: potency is read from the fitted curve at half-maximal effect; % is scaled to controls: 0 for no effect and ±100 for the full control effect; nearly all actives have a fitted effect of over 55% in size
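In this reporter screen, reduction of luminescence relative to DMSO vehicle indicated activity. Compounds and 5-fluorouridine were added together to 2,000 cells per well, incubated for 16 hr at 37 °C, then developed with ONE-Glo.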
TRPV1 agonist: human TRPV1 agonism; Q8NER1; TRPV1-expressing cells, Fluo-8 calcium influx, agonist mode; activation, % at 8.33 µM; 0.19% of 320,000 active; AID 540275; in the data active = activation above about 80%; inconclusive = between about 30% and that limit; also: 0% is about no effect
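TRPV1-expressing cells were cultured overnight at 35.5C and loaded with Fluo-8 calcium dye for 40 to 90 min at room temperature. After a 10 s baseline, compound was added and calcium influx was read kinetically for 3 min (ex 480/em 520 nm).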
p53 reactivation: mutant p53 re-activation in reporter cells; 0.063% of 320,000 active; H1299 p53-A138V BP100-luciferase reporter, luminescence, 24 h; Potency, µM (top dose mostly 92.2 µM), for the others: top-dose activity change, positive = activation, hits mostly activators; also: potency is read from the fitted curve at half-maximal effect; % of control where 0% means no effect; nearly all actives have a fitted effect of over 45% in size
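p53-null H1299 cells stably carrying temperature-sensitive p53-A138V and a BP100-luciferase reporter were pinned with compounds (4-point, 1:5 series) and held 24 hrs at 37 deg C. Luminescence was read 10 min after detection reagent.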
AT treatment: candidate therapy for ataxia-telangiectasia; Potency, µM (doses to about 57.5 µM), without a hit: top-dose activation, hits mostly activators; […] A-T fibroblasts, KAP-1 phosphorylation AlphaLISA; neocarzinostatin DNA damage 30 min before lysis; 0.19% of 320,000 active; also: potency is read from the fitted curve at half-maximal effect; % of control where 0% means no effect; nearly all actives have a fitted effect of over 45% in size
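ATM-like activity read as KAP-1 phosphorylation via AlphaLISA donor/acceptor antibody pairs after lysis and 6 hr at 25C. Cells were ATM-null patient fibroblasts ([…], hTERT), dosed 60 min, then exposed to the DSB inducer NCS for 30 min.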
Integrin act MD: activates integrin-mediated alleviation for muscular dystrophy | alpha7betagal myoblasts, beta-gal FDG fluorescence, 48 h | Potency, µM (titrated, usually from 38.3 µM), inactives show top-dose activation, actives largely listed as activators | 0.064% of 350,000 active | AID 624291;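 also: potency is read from the fitted curve at half-maximal effect; 100% = response of the positive control SU9516; nearly all actives have a fitted effect of over 60% in size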
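Alpha7betagal+/- myoblasts (passage 13) were plated 16-24 hr, then exposed to compounds (1:260 dilution of DMSO stock) for 48 hours at 37C. After MPER lysis, β-galactosidase reporter activity was read as FDG fluorescence (ex 480/em 540) after 30 minutes.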
B2AR arrestin: beta2AR (human) beta-arrestin recruitment activity; 0.02% of 330,000 active; beta-arrestin recruitment to beta2AR, cell-based reporter; P07550; Potency, µM (titrated, usually from 46.1 µM), for the others: top-dose activation, most hits filed as activators;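 also: potency is read from the fitted curve at half-maximal effect; 0% = DMSO controls and full agonism = EC100 isoproterenol or metaproterenol; nearly all actives have a fitted effect of over 65% in size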
Target sequence (P07550 whole entry, looked up): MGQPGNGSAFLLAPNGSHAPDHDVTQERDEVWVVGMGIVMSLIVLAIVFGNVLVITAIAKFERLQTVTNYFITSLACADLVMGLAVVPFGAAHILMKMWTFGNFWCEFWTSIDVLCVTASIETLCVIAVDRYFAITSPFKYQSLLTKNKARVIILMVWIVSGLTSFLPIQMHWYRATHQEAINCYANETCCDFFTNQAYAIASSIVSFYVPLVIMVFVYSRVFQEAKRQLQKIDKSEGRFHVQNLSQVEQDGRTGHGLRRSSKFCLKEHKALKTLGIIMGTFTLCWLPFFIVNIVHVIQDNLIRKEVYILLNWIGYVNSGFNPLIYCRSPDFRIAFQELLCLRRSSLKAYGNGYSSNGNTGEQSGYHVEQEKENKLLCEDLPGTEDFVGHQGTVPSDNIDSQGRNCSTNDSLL
Numbers without * were called inactive; ? = inconclusive; nt = no result given; [ ] = dose if it differs, or a comment. Unless noted, calls follow the shape of the dose curve; as a rule, active = well fitted curve in the direction sought with a large enough effect; inconclusive = small, poorly fitted or top-dose-only effect, or another doubt; inactive = no such curve, though single readings can be large; an effect the other way counts as inactive or inconclusive.

| Compound | TCR activator | CXXC DNA block | BRCA1 expr act | TSG101-PTAP inh | ELG1 repair inh | TRPV1 agonist | p53 reactivation | AT treatment | Integrin act MD | B2AR arrestin |
| --- | --- | --- | --- | --- | --- | --- | --- | --- | --- | --- |
| COc1ccc(C(CCNCc2ccc(OC(C)C)cc2)C(C)C)cc1 (configuration not stated) | -34% | 8% | -69% | 0% | -17% | 12 | -9% | 2% | -70%[inhibitor] | 3.9% |
| CCCCn1c(CN2CCN(c3ccccc3)CC2)nc2c1c(=O)n(C)c(=O)n2C | 5% | 16% | -34% | 2% | ? | -2 | -2% | -14% | -15% | -0.3% |
| O=C(C1CCCN(S(=O)(=O)c2ccc(Br)cc2)C1)N1CCOCC1 (configuration not stated) | 10% | -3% | -3% | -1% | -1% | 25 | 5% | 2% | 32% | -0.3% |
| Fc1cccc(NC(=S)N2CCN(c3ccccn3)CC2)c1 | -1% | -4% | 23% | 1% | -15% | 17 | 5% | 17% | -18% | -1.4% |
| COc1ccc(C(C)=O)cc1CSc1nnc(C)n1-c1ccccc1 | -1%[46.1 µM] | -3% | -17% | -3% | 5% | 2 | -9% | 2% | -15% | -0.6% |
| Cc1cc(C)n2nc(C(=O)OCC(=O)Nc3ccc(C)c(S(=O)(=O)N4CCOCC4)c3)nc2n1 | -2% | nt | 1% | 1% | 6% | nt | -1% | 6% | 9% | -0.6% |
| COC(=O)Cn1c(CN(Cc2ccccc2)Cc2ccccc2)nc2c1c(=O)[nH]c(=O)n2C | nt | 0% | -15% | -1% | -26% | 4 | 0% | -5% | -19%[7.66 µM] | -0.1% |
| COc1ccc(/C=N/N=C2/NC(=O)C(CC(=O)NC(N)=O)S2)cc1 (configuration not stated) | 10% | 8% | 4% | -4% | 12% | -4 | 0% | -3% | -16% | 0.2% |
| O=C1[C@@H]2Cc3c([nH]c4ccccc34)C(c3cccc(Br)c3)N2C(=O)CN1C1CCN(Cc2ccccc2)CC1 (some centres not stated) | 5% | -2% | -100%[inhibitor] | 0% | ? | -2 | 3% | 3% | -16% | -0.1% |
| CCCOc1ccc(C2NC(=O)CCC2[N+](=O)[O-])cc1 (configuration not stated) | 1% | -4% | 0% | -7% | 3% | -3 | 6% | -4% | -7% | 0.1% |
| O=C(NCc1ccco1)c1cccs1 | 6% | 0% | -7% | -5% | 3% | 2 | -6% | -16% | -1% | 0.0% |
| C=CCn1c(=S)[nH]c2cc(-c3ccccc3)sc2c1=O | -8% | 11% | 75% | 0% | ? | -1 | 9% | 1% | 1% | 0.1% |
| Clc1ccc(NC2=NCCC2)cc1Cl | 5% | 2% | 10% | -3% | -24% | 0 | -19% | 4% | -21% | 0.3% |
| COC(=O)c1[nH]c2cccc(OC)c2c1NC(=O)C(C)N1CCC(C)CC1 (configuration not stated) | -4% | 7% | 7% | -6% | 0% | 11 | -1% | nt | 11% | -0.5% |
| O=C(Nc1ccnn1C1CCN(Cc2ccn[nH]2)CC1)c1ccccc1 | 2% | 1% | 8% | -8% | -1% | -6 | 21% | -15% | ? | -0.2% |
| O=C(N/N=C/c1cccs1)C(O)c1ccccc1 (configuration not stated) | -2% | -3% | 25% | -1% | 1% | -3 | -2% | 38% | 1% | -0.4% |
| O=C(CN1C(=O)S/C(=C\c2ccc(C(=O)O)cc2)C1=O)Nc1ccccc1 | 3% | -13% | 1% | 0% | ? | 2 | 9% | -3% | 16% | -1.1% |
| CCOC(=O)c1ccc(-c2ccc(/C=N/NC(=O)Cc3nnc(N)s3)o2)cc1 | -2% | -3% | 2.2µM* | 0% | ? | -3 | 10% | 4% | 13% | 0.3% |
| CCOC(=O)/C(=C\c1ccccc1)C(=O)CCN1CCOCC1 | -3% | nt | -1% | -3% | nt | nt | nt | nt | -18% | nt |
| COC(=O)C1=C(CN2CCSCC2)NC(=O)NC1c1cc(C)ccc1C (configuration not stated) | 1% | 8% | -17% | -1% | 0% | 0 | -5% | 9% | 2% | 0.0% |

Five compounds drawn at random from the list so far, as already listed:
| Compound | TCR activator | CXXC DNA block | BRCA1 expr act | TSG101-PTAP inh | ELG1 repair inh | TRPV1 agonist | p53 reactivation | AT treatment | Integrin act MD | B2AR arrestin |
| --- | --- | --- | --- | --- | --- | --- | --- | --- | --- | --- |
| COC(=O)c1[nH]c2cccc(OC)c2c1NC(=O)C(C)N1CCC(C)CC1 (configuration not stated) | -4% | 7% | 7% | -6% | 0% | 11 | -1% | nt | 11% | -0.5% |
| O=C(NCc1ccco1)c1cccs1 | 6% | 0% | -7% | -5% | 3% | 2 | -6% | -16% | -1% | 0.0% |
| O=C(N/N=C/c1cccs1)C(O)c1ccccc1 (configuration not stated) | -2% | -3% | 25% | -1% | 1% | -3 | -2% | 38% | 1% | -0.4% |
| COC(=O)Cn1c(CN(Cc2ccccc2)Cc2ccccc2)nc2c1c(=O)[nH]c(=O)n2C | nt | 0% | -15% | -1% | -26% | 4 | 0% | -5% | -19%[7.66 µM] | -0.1% |
| O=C1[C@@H]2Cc3c([nH]c4ccccc34)C(c3cccc(Br)c3)N2C(=O)CN1C1CCN(Cc2ccccc2)CC1 (some centres not stated) | 5% | -2% | -100%[inhibitor] | 0% | ? | -2 | 3% | 3% | -16% | -0.1% |

(next part)
| Compound | TCR activator | CXXC DNA block | BRCA1 expr act | TSG101-PTAP inh | ELG1 repair inh | TRPV1 agonist | p53 reactivation | AT treatment | Integrin act MD | B2AR arrestin |
| --- | --- | --- | --- | --- | --- | --- | --- | --- | --- | --- |
| N#Cc1ccccc1NC(=O)c1cccc(COc2ccc(Cl)cc2Cl)c1 | 4% | -1% | -16% | 1% | ? | -2 | 38% | nt | 9% | -1.0% |
| O=C(Nc1ccc2c(c1)CCC2)c1cc(F)cc(F)c1 | 3% | nt | 3.2µM* | -1% | ? | ? | ? | -1% | 1% | -0.1% |
| COc1c(C)cccc1C(=O)Nc1ccc(OCC(=O)N2CCOCC2)cc1C | 2% | 44%[activator] | 32% | 0% | 18% | 0 | -10% | -3% | 0% | 0.0% |
| CN(CC(=O)Nc1ccc(Cl)c(Cl)c1)C(=O)CN1C(=O)NC2(CCCC2)C1=O | 10% | nt | -11% | -9% | 1% | 4 | -5% | 5% | -33% | -0.3% |
| COc1ccc(CCN2CCC(CN3C(=S)NC[C@@H]3CC(C)C)CC2)cc1OC | 0% | nt | -2% | -5% | nt | nt | nt | nt | 41% | nt |
| O=C(O)CSc1nc2ccc(Br)cc2[nH]1 | 15% | nt | -19% | -2% | nt | nt | nt | nt | 0% | nt |
| Cn1c(=O)[nH]c(=O)c2c1nc(N1CCNCC1)n2CCOc1ccccc1 | 4% | nt | 2% | -4% | nt | nt | nt | nt | 5% | nt |
| O=C(Oc1ccc(Cl)c2cccnc12)N1CCOCC1 | 4% | 6% | 17% | -5% | -1% | -2 | ? | 3% | -8% | -0.8% |
| O=C(CCN1CCCCC1)c1ccc2c(c1)OCO2 | -5% | 12% | -15% | -1% | 3% | 8 | -11% | 0% | -59%[inhibitor] | -0.2% |
| O=C(NCCCN1CCOCC1)C(=O)NCC1OCCN1S(=O)(=O)c1ccc(Br)cc1 (configuration not stated) | 2% | ? | -19% | -3% | ? | -2 | -7% | -7% | -31% | -0.8% |
| S=c1[nH]ncn2c1cc1oc3ccccc3c12 | -25% | 18% | 8% | -2% | ? | -2 | 1% | -3% | 14% | 0.4% |
| O=C1CCC/C1=c1\s/c(=C\c2cccnc2)c(=O)n1-c1ccccc1 | -1% | -17% | -30% | 0% | 13µM* | ? | -3% | 3% | -29% | -0.6% |
| COc1cccc(CN(C(=O)COc2ccc(C)cc2)C2CCS(=O)(=O)C2)c1 (configuration not stated) | -4% | 2% | 2% | -6% | 16% | 0 | -1% | 9% | -9% | 0.1% |
| c1ccc(-c2cc3cc4c(cc3cn2)OCO4)cc1 | 1% | nt | ? | 0% | ? | nt | 8.9µM* | 14% | -14% | 0.0% |
| COc1cc(CNCCCN2CCOCC2)cc(Br)c1OCC(=O)N1CCCCC1 | 6% | -6% | -1% | -5% | ? | 2 | -3% | 1% | -16% | -0.7% |
| OCC1CCCCN1C(=S)Nc1cccc(Cl)c1 (configuration not stated) | -5% | 3% | 2% | 0% | -7% | 6 | 2% | -1% | 9% | 0.0% |
| CCOc1ccc(NS(=O)(=O)c2ccc(OCC(=O)NCc3ccncc3)cc2)cc1 | 2% | 5% | -6% | -1% | -5% | 7 | -13% | 4% | 4% | -0.7% |
| CC(=O)c1ccc(N2C(=O)[C@@H]3C(CCC(N)=O)NC4(C(=O)Nc5c4ccc(Cl)c5C)[C@@H]3C2=O)cc1 (some centres not stated) | 15% | -7% | -16% | -1% | 0% | 0 | -6% | 1% | -13% | -1.2% |
| Cc1ccc(NC(=O)CN(C)C(=O)Cc2ccc3c(c2)CCC3)cc1 | -1% | nt | -18% | 0% | -1% | 4 | 2% | 3% | 0% | -0.1% |
| O=C(O)CCC(=O)N1CCN(S(=O)(=O)c2cccs2)CC1 | -2% | 13% | -1% | -1% | -2% | -1 | 4% | 3% | 3% | 0.1% |

Not a hit list; overall some 3.8% were active at least once.
